aSyn yeast inh – rescues yeast growth from alpha-synuclein toxicity | Yeast expressing alpha-synuclein, growth rescue, BacTiter-Glo, 24 h | Potency, µM (top dose mostly 46.1 µM), for inactives: at the top dose growth rescue (activation), usual class: activators | 370,000 compounds, 0.14% hits; also: potency is read from the fitted curve at half-maximal effect; % of control where 0% means no effect; nearly all actives have a fitted effect of over 65% in size
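Readout is rescue of growth in alpha-synuclein-expressing yeast, so inhibitors of toxicity appear as activators. Growth after 24 hr at 30 deg C in galactose medium is quantified by luminescence.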
KB-V1 cytotox – kills drug-selected multidrug resistant KB-V1 cells | AID 1347076 | KB-V1 MDR cells viability, CellTiter-Glo, 72 h | 400,000 compounds, 3.4% hits | Potency, µM (highest dose often 46.1 µM), for inactives: at the highest dose activity change, negative = cytotoxicity, hits mostly cytotoxic; also: potency is read from the fitted curve at half-maximal effect; % is scaled to controls: 0 for no effect and ±100 for the full control effect; nearly all actives have a fitted effect of over 60% in size
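Readout: CellTiter-Glo luminescence, 10 min after addition. Cells: KB-V1 MDR subline, 72 h at 37 degrees C with compound. Analysis: corrected, normalized data fitted to concentration-effect curves.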
PTHR1 agonist – PTHR1 (human) receptor agonism; HEK293 GP2 PTHR1 cells, GloSensor cAMP luminescence, 1 h; 410,000 compounds, 0.075% hits; Q03431; Potency, µM (doses to about 115 µM), for inactives: top-dose activation, usual class: activators; AID 743266; also: potency is read from the fitted curve at half-maximal effect; nearly all actives have a fitted effect of over 55% in size; some results filed as inactive show a strong effect at the top dose; inactives centre near -15; many of its hits are not listed in these tables
Target sequence (Q03431 whole entry, looked up): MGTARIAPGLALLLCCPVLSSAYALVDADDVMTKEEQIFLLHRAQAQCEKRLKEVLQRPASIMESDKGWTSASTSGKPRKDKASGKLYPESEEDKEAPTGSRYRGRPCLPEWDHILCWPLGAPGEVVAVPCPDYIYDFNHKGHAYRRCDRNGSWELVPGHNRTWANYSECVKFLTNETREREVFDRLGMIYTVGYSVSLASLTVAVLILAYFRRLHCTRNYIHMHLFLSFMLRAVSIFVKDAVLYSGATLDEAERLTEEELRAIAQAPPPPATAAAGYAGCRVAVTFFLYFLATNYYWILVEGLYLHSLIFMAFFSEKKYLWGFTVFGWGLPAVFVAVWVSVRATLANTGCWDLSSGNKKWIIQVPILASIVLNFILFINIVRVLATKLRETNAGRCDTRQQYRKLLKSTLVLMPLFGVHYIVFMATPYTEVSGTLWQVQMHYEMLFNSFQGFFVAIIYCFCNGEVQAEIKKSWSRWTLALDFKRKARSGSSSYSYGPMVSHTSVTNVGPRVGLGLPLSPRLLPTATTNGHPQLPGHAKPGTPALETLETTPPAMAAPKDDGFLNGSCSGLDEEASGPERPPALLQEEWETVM
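HEK-293-derived GP2 cells expressing PTHR1 and a GloSensor cAMP reporter, 3,000/well, plated overnight, given luciferin plus IBMX (each 0.5 mM as added) for 1 h at 37 °C, then compound for 1 h at 37 °C. Luminescence was read after 15 min at room temperature.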
D3 ag – D3 dopamine receptor (human) agonism | max activation, % | P35462 | 410,000 compounds, 0.58% hits | D3R DiscoveRx beta-arrestin cells, luminescence, 90 min; in the data active = max activation above about 30%; also: 0% is about no effect; mostly tested at two doses, the higher about 12 µM
Target sequence (P35462 whole entry, looked up): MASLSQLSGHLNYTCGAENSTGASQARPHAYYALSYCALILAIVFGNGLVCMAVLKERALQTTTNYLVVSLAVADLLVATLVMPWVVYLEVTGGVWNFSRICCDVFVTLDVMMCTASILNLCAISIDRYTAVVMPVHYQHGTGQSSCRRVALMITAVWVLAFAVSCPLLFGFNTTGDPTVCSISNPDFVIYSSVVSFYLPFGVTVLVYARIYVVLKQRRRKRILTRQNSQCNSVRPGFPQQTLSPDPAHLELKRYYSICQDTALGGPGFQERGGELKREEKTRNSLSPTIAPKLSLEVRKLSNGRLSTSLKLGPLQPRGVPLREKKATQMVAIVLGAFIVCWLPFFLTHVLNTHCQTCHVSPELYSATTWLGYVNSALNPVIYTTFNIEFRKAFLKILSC
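Cells at 1500/well, incubated overnight, then treated with pinned compounds (dopamine as control) for 90 min at 37 degrees C. DiscoveRx reagent added for 30 - 60 minutes at room temperature; luminescence read.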
GLP-1R agonist – activates the human GLP-1 receptor; 380,000 compounds, 0.007% hits; Potency, µM (series often up to 45.6 µM), without a hit: top-dose activation, hits mostly activators; P43220; HEK293 GLP-1R CRE-luciferase, luminescence, 4-6 h; cells express a hypersensitive GLP-1R form; also: potency is read from the fitted curve at half-maximal effect; % of control where 0% means no effect
GLP1R cytotox – cytotoxicity counter-screen for GLP-1 receptor inverse agonists; HEK293 cAMP-luciferase reporter cells, luminescence, 24 h; Potency, µM (highest dose often 38.3 µM), for the others: top-dose activity change, negative = inhibition, usual class: inhibitors; 410,000 compounds, 0.13% hits;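 also: loss of luciferase light is scored as toxicity; potency is read from the fitted curve at half-maximal effect; % is scaled to controls: 0 for no effect and ±100 for the full control effect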
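To flag toxic compounds, the library was rerun on cells for 24 hr at 37 deg C and 5% CO2. Viability-linked luminescence was captured 12 min after adding luciferase detection reagent.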
TDP43 rescue – rescues yeast growth from TDP-43 toxicity. 410,000 compounds, 1.8% hits. TDP-43 expressing yeast growth rescue, BacTiter-Glo, 24 h. Potency, µM (top dose mostly 46.1 µM), for inactives: at the top dose growth rescue (activation), hits mostly activators; also: potency is read from the fitted curve at half-maximal effect; % of control where 0% means no effect; nearly all actives have a fitted effect of over 50% in size
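Readout is BacTiter-Glo luminescence of cell growth, so inhibitors register as activators. TDP-43-expressing yeast at OD600=0.02 in galactose medium, after raffinose pregrowth to mid-log, were incubated with compound for 24 hr at 30 deg C.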
DRD3 antagonist – antagonists of human D3 dopamine receptor. P35462. D3R cells, DiscoveRx beta-arrestin luminescence, antagonist mode; hits give low values. max response, negative = inhibition, %. 360,000 compounds, 2.5% hits. AID 652054; in the data active = max response below about -50%; inconclusive = no clear call, values can overlap the other calls; also: % is scaled to controls: 0 for no effect and ±100 for the full control effect; mostly tested at two doses, the higher about 12 µM
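Cells plated overnight at 1500 cells/well, then exposed to library compounds with dopamine controls for 90 minutes at 37 degrees C. DiscoveRx reagent added for 30–60 minutes at room temperature; luminescence read, quantitative HTS format.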
GLP-1R inv ag – acts as inverse agonist at human GLP-1 receptor | HEK293 GLP-1R CRE-luciferase, luminescence, 24 h; GLP-1R form is constitutively active | Potency, µM (series often up to 38.3 µM), for the others: at the highest dose activity change, negative = inhibition, hits mostly inhibitors | 410,000 compounds, 1.6% hits | AID 624417; also: potency is read from the fitted curve at half-maximal effect; % is scaled to controls: 0 for no effect and ±100 for the full control effect; nearly all actives have a fitted effect of over 55% in size
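Luminescence readout: a drop in cAMP-driven luciferase signal flags inverse agonism at a constitutively active GLP-1R stably expressed in HEK293. Compound exposure lasted 24 hr at 37 deg C, 5% CO2.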
Active calls of the source: *; i = inactive; ? = inconclusive; nt = not tested or not shown; & = joins results of further samples; [ ] = another dose, or the depositor's remark. Unless noted, calls follow the shape of the dose curve; as a rule, active = well fitted curve in the direction sought with a large enough effect; inconclusive = small, poorly fitted or top-dose-only effect, or another doubt; inactive = no such curve, though single readings can be large; an effect the other way counts as inactive or inconclusive. Not all compounds are listed (hit frequency here may not be typical).

1	CCOC(=O)C1C(=O)C=C(c2ccc(Br)cc2)CC1c1ccco1 (stereo not drawn)
2	N#Cc1cccc2cnccc12
3	COC(=O)C1=CN(c2ccc(Oc3ccccc3)cc2)C(N)=C(C#N)C1c1cccc(OC)c1OC (stereo not drawn)
4	COc1ccsc1NC(=O)OCc1ccc(Cl)cc1
5	CCc1ccc(S(=O)(=O)c2c[nH]c3cc(OC)c(OC)cc3c2=O)cc1
6	CCOn1c(=O)c(-c2ccc(F)cc2)[n+]([O-])c2ccccc21
7	CC1CCC2(CC1)NC(=O)N(CC(=O)Nc1ccc(F)cc1)C2=O (stereo not drawn)
8	Cc1c(CCC(=O)NCCc2ccccc2F)c(=O)oc2cc(O)ccc12
Compound	1	2	3	4	5	6	7	8
aSyn yeast inh	4%	-3%	5%	?	nt	-4%	1%	nt
KB-V1 cytotox	?	0%	?	18%	24%	-14%	13%	0%
PTHR1 agonist	-16%	-4%	-27%	-28%	-1%	i	?	-33%[inhibitor]
D3 ag	-3	-9	9	0	8	-1	-15	-11
GLP-1R agonist	4%	-2%	nt	6%	nt	-4%	-4%	nt
GLP1R cytotox	5%	9%	-9%	9%	9%	0%	-14%	106%[activator]
TDP43 rescue	25µM*	10%	18%	?	9%	0%	-29%	7%
DRD3 antagonist	26	-19	0	5	nt	21	?	nt
GLP-1R inv ag	0%	-26%	?	-22%	4%	-6%	?	-31%

Part of the list above in another layout.
Values in the order – aSyn yeast inh | KB-V1 cytotox | PTHR1 agonist | D3 ag | GLP-1R agonist | GLP1R cytotox | TDP43 rescue | DRD3 antagonist | GLP-1R inv ag
2	N#Cc1cccc2cnccc12
  -3% | 0% | -4% | -9 | -2% | 9% | 10% | -19 | -26%
3	COC(=O)C1=CN(c2ccc(Oc3ccccc3)cc2)C(N)=C(C#N)C1c1cccc(OC)c1OC (stereo not drawn)
  5% | ? | -27% | 9 | nt | -9% | 18% | 0 | ?
4	COc1ccsc1NC(=O)OCc1ccc(Cl)cc1
  ? | 18% | -28% | 0 | 6% | 9% | ? | 5 | -22%
5	CCc1ccc(S(=O)(=O)c2c[nH]c3cc(OC)c(OC)cc3c2=O)cc1
  nt | 24% | -1% | 8 | nt | 9% | 9% | nt | 4%
6	CCOn1c(=O)c(-c2ccc(F)cc2)[n+]([O-])c2ccccc21
  -4% | -14% | i | -1 | -4% | 0% | 0% | 21 | -6%
7	CC1CCC2(CC1)NC(=O)N(CC(=O)Nc1ccc(F)cc1)C2=O (stereo not drawn)
  1% | 13% | ? | -15 | -4% | -14% | -29% | ? | ?
8	Cc1c(CCC(=O)NCCc2ccccc2F)c(=O)oc2cc(O)ccc12
  nt | 0% | -33%[inhibitor] | -11 | nt | 106%[activator] | 7% | nt | -31%

Next part.
9	CC(C)(C)NS(=O)(=O)c1ccc(CCC(=O)Nc2ccc3c(c2)OCO3)cc1
10	COc1cccc(Oc2ccc(C(F)(F)F)cc2NC(=O)c2cccc(F)c2)c1
11	Cc1nn(-c2ccc(N3CCCCC3)nn2)c(C)c1CCC(=O)Nc1cccc(F)c1
12	O=C(CN(c1ccc(Cl)c(C(F)(F)F)c1)S(=O)(=O)c1ccccc1)N1CCOCC1
13	Cc1c(NC(=O)c2cnn3c2NC(c2ccc(Br)cc2)CC3C(F)(F)F)c(=O)n(-c2ccccc2)n1C (stereo not drawn)
14	Nc1cc(=O)nc(SCC(=O)Nc2ccccc2)n1CCc1ccccc1
15	Cc1cccc(NC(=O)CN2CCN(C(=O)C3CCN(C(=O)/C=C/c4ccccc4)CC3)CC2)c1C
16	Cc1ccc(OC(=O)N(C)C[C@H]2OCc3cn(nn3)CCCC(=O)N([C@H](C)CO)C[C@@H]2C)cc1
Compound	9	10	11	12	13	14	15	16
aSyn yeast inh	-1%	-5%	-1%	-1%	-2%	-8%	2%	-2%
KB-V1 cytotox	2%	21µM*	21%	-6%	2%	10%	-18%	?
PTHR1 agonist	?	i	-31%[inhibitor]	i	i	i	-80%[inhibitor]	-10%
D3 ag	-10	-5	-1&-10	-9	-6	3	-4	3
GLP-1R agonist	6%	9%	27%	-1%	-6%	-6%	-5%	-8%
GLP1R cytotox	3%	17%	-16%&-17%	3%	-5%	-15%	-8%	15%
TDP43 rescue	-17%	-18%	8%&7%	-1%	-5%	25%	-15%	21%
DRD3 antagonist	-15	37	-17	-2	-3	nt	1	12
GLP-1R inv ag	-2%	?	?	?	?	-8%	-25%	-10%

17	COc1ccc(S(=O)(=O)N2CCCCCC2)cc1C(=O)NCc1ccco1
18	S=C(NCc1ccco1)N1CCN(c2nc(-c3ccccc3)cs2)CC1
19	CC(C)Cc1nc(C#N)c(N2CCC(C(N)=O)CC2)o1
20	CC(C)[C@H](NC(=O)OCc1ccccc1)C(=O)OCC(=O)NCc1ccco1
21	CC(=O)Nc1ccc(S(=O)(=O)N(C)CC(=O)NCCC2=CCCCC2)cc1
22	CCC(=O)Nc1ccc(-c2nc3ncccc3o2)cc1C
23	COc1ccccc1/C=C/C=C1\Oc2c(ccc(O)c2CN2CCN(CCO)CC2)C1=O
24	CN(CC(=O)Nc1ccc(Cl)c(Cl)c1)C(=O)c1ccccc1SCC(=O)N1CCCC1
Compound	17	18	19	20	21	22	23	24
aSyn yeast inh	0%	-1%	2%	1%	-3%	nt	-12%	0%
KB-V1 cytotox	-1%	?	?	-11%	4%	11%	-3%	-31%
PTHR1 agonist	5%	-29%	-19%	i	-57%[inhibitor]	1%	i	-95%[inhibitor]
D3 ag	-4	-16	3	-7	2	-6	-6	6
GLP-1R agonist	14%	6%	-6%	3%	-1%	nt	6%	-6%
GLP1R cytotox	2%	20%	5%	-4%	-2%	-4%	197%[activator]	-2%
TDP43 rescue	-21%	9%[9.22 µM]	9%	-26%	-6%	0%	-11%	22%
DRD3 antagonist	-2	-8	11	-1	27	nt	?	0
GLP-1R inv ag	-20%	?	27%	?	-7%	12%	33%[activator]	?

25	COc1cc(NC(=O)Nn2cnnc2)cc(OC)c1OC
26	CC(=O)N[C@@H]1c2c(ccc3ccccc23)OC[C@@H]1COC(C)=O
27	CN1C(=O)CC(C(=O)O)SC1=Nc1cccc(C(F)(F)F)c1 (stereo not drawn)
28	O=C(CCN1CCN(Cc2ccccc2)CC1)NNC(=O)Nc1cccc([N+](=O)[O-])c1
29	O=C(N/N=C/c1cc(Br)c(O)c(Br)c1O)c1cccnc1
30	Cc1ccc(-c2nnn3c2nc(NCc2ccc4c(c2)OCO4)c2ccccc23)cc1
31	Cc1cccc(C(=O)N2CCc3cc(CNC(=O)c4cc5ccccc5[nH]4)ccc32)c1
32	CCc1ccc(N(C(=O)CCC(=O)Nc2cc(C)on2)C(C(=O)NC(C)(C)C)c2ccc(OC)cc2)cc1 (stereo not drawn)
Compound	25	26	27	28	29	30	31	32
aSyn yeast inh	-1%	-1%	10%	2%	-21%	nt	nt	-10%
KB-V1 cytotox	26%	4%	11%	4%	-6%	4%	0%	?
PTHR1 agonist	-56%[inhibitor]	-5%	-11%	i	i	i	?	i
D3 ag	3	10	2	-17	7	3	-7	-4
GLP-1R agonist	1%	9%	-2%	-2%	-1%	1%	nt	12%
GLP1R cytotox	-2%	2%	5%	12%	-5%	4%	-9%	-20%
TDP43 rescue	-12%	-14%[9.22 µM]	23%	5%	13%	24%	-1%	-16%
DRD3 antagonist	9	-9	-16	-50*	8	nt	nt	?
GLP-1R inv ag	-11%	7%	0%	3%	?	5%	2%	?

33	COc1cccc(C(O)c2ncc(-c3ccccc3)[nH]2)c1 (stereo not drawn)
34	CC(C)c1csc(CN2CCC(CCC(=O)NCC3CCCO3)CC2)n1 (stereo not drawn)
35	COc1ccc2ncn(-c3ccccc3)c2c1
36	CCOc1cc(C2C(C#N)=C(N)OC(C)=C2C(C)=O)c(Br)c(Br)c1OC(C)C (stereo not drawn)
37	COCOCCn1cc(CN2CCS(=O)(=O)N(Cc3ccc(-c4cccc(N(C)C)c4)cc3)C(CC(C)C)C2=O)nn1 (stereo not drawn)
38	Nc1ccc(Oc2ccc(Br)cc2)cc1
39	COc1ccc(-n2nc(C(=O)NCC(=O)Nc3cccc(C)n3)c3ccccc3c2=O)cc1
40	COCc1ccc(C(=O)N(C)C2CCCN(Cc3ccccc3F)C2)o1 (stereo not drawn)
41	Cc1ccc2nc(CN(C)C(=O)[C@H]3O[C@@H](n4ccc(N)nc4=O)[C@H](O)[C@@H]3O)[nH]c2c1
42	CCOC(=O)c1[nH]c2ccccc2c1NC(=O)NC(C)C
43	O=C(NNC(=O)c1ccc(Br)s1)NC1CCCCC1
Compound	33	34	35	36	37	38	39	40	41	42	43
aSyn yeast inh	-2%	-2%	-2%	-1%	0%	21%	17%	0%	0%	0%	-3%
KB-V1 cytotox	-10%	nt	?	15µM*	12%	1%	?	?	20%	-18%	15%
PTHR1 agonist	i	-24%	i	-25%	-11%	i	i	-20%	0%	i	-8%
D3 ag	6	-26	-5	5	-2	-10	3	-1	6	5	-50
GLP-1R agonist	-4%	4%	-6%	-2%	1%	7%	16%	3%	4%	1%	0%
GLP1R cytotox	3%	-6%	6%	?	3%	9%	2%	-7%	0%	-18%	19%
TDP43 rescue	5%	-16%	?	25%	7%	?	0%	9%	10%	18%	3%
DRD3 antagonist	9	-6	?	-8	-21	-15	40	-1	9	-2	-16
GLP-1R inv ag	14%	5%	3%	?	3%	?	0%	-10%	19%	8%	6%
